Screening results from PubChem BioAssay.
Apaf-1 inh – blocks human Apaf-1 apoptosome activity | actives 0.71% (n = 330,000) | reconstituted apoptosome caspase-3 activity, DEVD-Rh110 fluorescence | inhibition, % at 20 µM | O14727; active = inhibition of at least 40% at 20 µM;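 also: plate controls were DMSO wells for no effect and DEVD-CHO caspase inhibitor wells for full effect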
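Material: reconstituted apoptosome with Apaf-1, cytochrome c, caspase-9, procaspase-3, dATP / Buffer or medium: pH 7.5 Hepes buffer with CHAPS, BSA, DTT / Also added: cytochrome c with DEVD-Rh110 / Schedule: compound with Apaf-1, dATP, procaspase-3 30 min, then 50 min reaction, room temperature / Technique: rhodamine 110 fluorescence at Ex 480/Em 540 nm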
697 NFkB inh – inhibitors of the PMA/ionomycin-induced NF-kB reporter in 697 B cells | AID 435022 | 697 B-cell NF-kB luciferase reporter, 16 h | inhibition, % at 4 µM | actives 0.33% (n = 330,000); in the data active = inhibition above about 35%
SENP7 inh – inhibitors of human SENP7 protease | actives 1.5% (n = 330,000) | inhibition, % at 5 µM | Q9BQF6 | AID 434973 | recombinant SENP7, Z-RLRGG-aminoluciferin luminescence, 40 min;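 active = inhibition above about 50% at the single test dose, limit read from the data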;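 also: plate controls were DMSO with enzyme for no effect and no enzyme buffer wells for full effect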
HKDC1 inh – inhibitors of human hexokinase HKDC1; Q2TB90; recombinant HKDC1, G6PDH/diaphorase resazurin coupled fluorescence; actives 0.16% (n = 340,000); inhibition, % at 20 µM;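 active = inhibition above about 35% when tested at 20 µM, limit read from the data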;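 also: plate controls were DMSO wells with enzyme for no effect and DMSO wells lacking enzyme for full effect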
Target sequence (Q2TB90 whole entry, looked up): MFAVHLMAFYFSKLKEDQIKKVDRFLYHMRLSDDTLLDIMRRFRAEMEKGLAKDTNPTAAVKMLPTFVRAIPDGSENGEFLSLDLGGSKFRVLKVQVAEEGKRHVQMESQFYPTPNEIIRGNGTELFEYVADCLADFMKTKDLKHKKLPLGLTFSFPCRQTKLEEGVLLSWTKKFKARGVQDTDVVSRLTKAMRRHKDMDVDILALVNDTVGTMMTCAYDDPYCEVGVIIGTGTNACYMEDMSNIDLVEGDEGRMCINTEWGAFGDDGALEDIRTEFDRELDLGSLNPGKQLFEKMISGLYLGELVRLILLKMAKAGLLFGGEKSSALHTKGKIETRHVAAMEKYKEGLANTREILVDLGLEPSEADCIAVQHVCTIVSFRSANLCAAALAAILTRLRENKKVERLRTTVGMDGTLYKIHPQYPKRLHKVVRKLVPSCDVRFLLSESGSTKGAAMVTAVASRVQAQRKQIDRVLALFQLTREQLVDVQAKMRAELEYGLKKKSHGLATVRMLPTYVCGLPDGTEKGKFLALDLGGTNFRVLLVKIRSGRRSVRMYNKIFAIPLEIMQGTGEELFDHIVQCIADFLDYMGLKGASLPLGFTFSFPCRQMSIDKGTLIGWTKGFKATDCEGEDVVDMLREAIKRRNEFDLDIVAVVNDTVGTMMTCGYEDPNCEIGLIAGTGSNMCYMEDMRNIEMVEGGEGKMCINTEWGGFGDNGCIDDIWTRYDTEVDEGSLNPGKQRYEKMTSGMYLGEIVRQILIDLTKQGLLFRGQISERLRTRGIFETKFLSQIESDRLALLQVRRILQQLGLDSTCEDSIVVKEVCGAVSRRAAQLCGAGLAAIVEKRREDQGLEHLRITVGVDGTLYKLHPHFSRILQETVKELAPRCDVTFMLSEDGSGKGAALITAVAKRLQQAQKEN
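Material: recombinant HKDC1 hexokinase; Amount: HKDC1 at 5 µg/mL; Medium: Tris pH 8.0 buffer with MgCl2, Tween-20, BSA, BME; Schedule: 90 min reaction incubation at room temperature, dark; Technique: coupled resazurin fluorescence, excitation 525 nm, emission 613 nm.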
Gli-Sufu block – Gli-Sufu pathway antagonism; Sufu-KO-LIGHT fibroblasts, Gli luciferase reporter luminescence; actives 0.74% (n = 340,000); inhibition, % at 5 µM;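 active = inhibition above about 55%, limit read from the data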;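 also: 0% = DMSO-treated cells and 100% = wells with medium but no cells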
SENP8 block – SENP8 protease inhibition | purified SENP8, Z-RLRGG-aminoluciferin cleavage, luminescence | AID 2540 | Q96LD8 | actives 1.2% (n = 330,000) | inhibition, % at 10 µM
UBC13 polyUb – human UBC13 polyubiquitination inhibition; AID 485273; P61088; inhibition, % at 20 µM; actives 0.47% (n = 330,000); UBC13 polyubiquitin chain formation, TR-FRET; in the data active = inhibition above about 45%, passing the limit was not always enough
Target sequence (P61088 whole entry, looked up): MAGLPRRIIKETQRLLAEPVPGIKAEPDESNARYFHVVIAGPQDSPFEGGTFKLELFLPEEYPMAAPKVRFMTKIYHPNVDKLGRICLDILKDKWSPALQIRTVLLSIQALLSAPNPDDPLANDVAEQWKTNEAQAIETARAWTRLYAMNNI
Jurkat NFkB inh – lowers PMA/ionomycin-induced NF-kB signal in Jurkat cells | AID 435003 | inhibition, % at 4 µM | actives 0.53% (n = 330,000) | PMA/ionomycin-induced NF-kB luciferase reporter, luminescence
* = called active by the depositor. Rule as the data show it, unless noted: active = inhibition above about 50%; inactive = the rest.

SMILES	Apaf-1 inh	697 NFkB inh	SENP7 inh	HKDC1 inh	Gli-Sufu block	SENP8 block	UBC13 polyUb	Jurkat NFkB inh
O=C(NCCc1ccccc1)C1CCN(c2ncccn2)CC1	-13.7	0.1	2.6	-6.3	-10.9	-0.3	2.9	3.6
Cc1cccc(C(=O)NCc2ccco2)c1	2.0	-3.9	-14.1	-5.2	-5.9	-8.1	-8.4	-6.0
Nc1ncnc2c1ncn2CCOc1ccccc1	-2.3	-54.2	0.0	-0.7	-5.5	-0.8	19.5	8.7
O=C(CSc1nc2cccnc2n1Cc1ccccc1)NCc1ccco1	13.0	-17.4	-4.5	0.1	0.5	-0.9	-1.8	-11.0
Cc1[nH]c2ccccc2c1/C=N/Nc1nc(Nc2ccccc2)nc(N2CCOCC2)n1	2.8	48.7*	-0.2	2.8	12.1	6.9	7.0	49.5
CC(=O)c1cccc(NC(=O)C(C)OC(=O)CCCN=C2NS(=O)(=O)c3ccccc32)c1 (centres undefined)	2.0	13.9	-3.8	-5.7	32.5	-6.1	4.7	7.8
COc1ccc(NC(=O)CN(C)C(=O)C(C)Oc2ccc(Br)cc2)cc1 (centres undefined)	8.5	4.4	-0.1	-1.3	2.7	-3.0	-1.0	0.2
CC(C)c1onc(C(=O)N2CCCCC2)c1[N+](=O)[O-]	-6.9	19.2	3.2	-6.5	1.7	6.2	4.8	8.1
CN(C(=O)COC(=O)c1n[nH]c(=O)c2ccccc12)c1ccccc1	-17.0	14.4	2.2	1.9	1.9	4.2	-0.5	5.1
COC(=O)c1ccccc1NC(=S)N(Cc1ccc2c(c1)OCO2)Cc1cc2cc(OC)ccc2[nH]c1=O	17.6	15.3	1.1	-4.5	8.5	1.0	8.2	-2.7
CC1Cc2ccccc2N1C(=O)CSC1=NCCS1 (centres undefined)	-6.1	21.4	-0.5	8.5	-2.5	8.7	1.8	8.0
COc1ccc(Cl)cc1C(=O)NNC(=O)c1cccnc1	-7.8	6.5	-8.3	-8.6	-7.0	-9.7	-5.6	2.8
Cn1c(N)c(C(=O)CSc2nn(-c3ccc(F)cc3)c(=S)s2)c(=O)n(C)c1=O	-9.7	-36.7	-2.5	3.8	6.0	7.1	-0.2	23.3
CCOc1nc(Nc2ccc([N+](=O)[O-])cc2)nc(NC(C)(C)C)n1	5.4	-2.5	5.8	-12.2	5.3	-0.1	8.7	6.1
CCOC(=O)N1CCN(C(=O)CSC2=NS(=O)(=O)c3ccccc3N2)CC1	2.3	1.7	-3.5	-1.1	-10.3	-7.8	0.7	-7.2
Cc1cc(C)c2nc3sc(C(=O)N4CCOCC4)c(N)c3cc2c1	-14.4	-9.1	0.5	-1.7	47.2	-6.5	11.0	-2.7
O=C(CSc1nc(=O)n(CCCN2CCOCC2)c2c1CCC2)Nc1ccc(F)cc1	2.6	-1.2	5.0	-1.7	3.1	-3.8	-1.4	-10.1
CCCc1cc(=O)[nH]c(SCC(=O)N(CC(C)C)C2CCS(=O)(=O)C2)n1 (centres undefined)	-1.7	8.8	-5.5	-5.0	0.0	-11.4	-2.0	-15.9
N#CCC(=O)Nc1ccc(C(=O)OCC(=O)N=c2sccn2Cc2ccccc2Cl)cc1	9.4	4.4	-2.7	3.0	4.2	0.4	-4.8	19.3
CCN(CC(=O)NCc1ccc(Cl)cc1)C(=O)Cc1ccccc1[N+](=O)[O-]	-0.8	-3.9	4.7	-3.7	-4.4	4.2	-2.3	-7.5

Single records, from the list above.
COC(=O)c1ccccc1NC(=S)N(Cc1ccc2c(c1)OCO2)Cc1cc2cc(OC)ccc2[nH]c1=O is listed with Apaf-1 inh: 17.6; 697 NFkB inh: 15.3; SENP7 inh: 1.1; HKDC1 inh: -4.5; Gli-Sufu block: 8.5; SENP8 block: 1.0; UBC13 polyUb: 8.2; Jurkat NFkB inh: -2.7
Cc1cccc(C(=O)NCc2ccco2)c1 is listed with Apaf-1 inh: 2.0; 697 NFkB inh: -3.9; SENP7 inh: -14.1; HKDC1 inh: -5.2; Gli-Sufu block: -5.9; SENP8 block: -8.1; UBC13 polyUb: -8.4; Jurkat NFkB inh: -6.0

The main list resumes, starting 3 compounds before the break.
SMILES	Apaf-1 inh	697 NFkB inh	SENP7 inh	HKDC1 inh	Gli-Sufu block	SENP8 block	UBC13 polyUb	Jurkat NFkB inh
CCCc1cc(=O)[nH]c(SCC(=O)N(CC(C)C)C2CCS(=O)(=O)C2)n1 (centres undefined)	-1.7	8.8	-5.5	-5.0	0.0	-11.4	-2.0	-15.9
N#CCC(=O)Nc1ccc(C(=O)OCC(=O)N=c2sccn2Cc2ccccc2Cl)cc1	9.4	4.4	-2.7	3.0	4.2	0.4	-4.8	19.3
CCN(CC(=O)NCc1ccc(Cl)cc1)C(=O)Cc1ccccc1[N+](=O)[O-]	-0.8	-3.9	4.7	-3.7	-4.4	4.2	-2.3	-7.5
CC(C)c1ccc(NC2(C#N)C(=O)Nc3ccccc32)cc1 (centres undefined)	8.8	3.9	0.4	7.9	-6.9	9.2	-1.2	4.5
COc1ccccc1S(=O)(=O)Cc1ccc(C(=O)NC2CCCCCC2)o1	9.9	2.3	-0.9	2.6	-2.8	1.1	-4.6	8.3
COc1ccc(NC(=O)Cn2ncn3nc(-c4ccc(OC)cc4)cc3c2=O)cc1	-0.4	-11.5	-1.7	3.0	-11.6	4.7	-4.4	-9.0
CCn1cc(S(=O)(=O)N2CCN(c3ccc(Cl)cc3)CC2)cn1	8.7	4.6	-3.6	-3.1	-1.5	8.4	-2.4	10.3
O=C(CN1C(=O)S/C(=C/c2ccncc2)C1=O)N1CCOCC1	-3.5	-42.0	-2.7	-8.2	3.1	-5.7	-23.3	-1.2
Nc1ccccc1Sc1ccc(C(F)(F)F)cc1[N+](=O)[O-]	-12.1	-4.6	-1.7	3.0	-0.1	6.4	5.3	-0.2
Cc1ccc(CCNC(=O)C23CN(Cc4ccccc4)CC2C(c2ccc([N+](=O)[O-])cc2)=NO3)cc1 (centres undefined)	3.1	19.6	2.5	-5.3	0.1	-2.0	-8.2	2.5
CC1(C)SC2c3ccccc3C(=O)N2[C@@H]1C(=O)NCc1ccco1 (some centres undefined)	0.1	-2.0	4.1	-4.8	-0.7	5.1	-0.2	-3.2
COc1ccccc1NC(=O)CN1CCN(CC(=O)Nc2ccccc2Cl)CC1	-1.5	13.9	6.6	-7.2	11.2	5.6	4.5	-5.7
CCOc1ccc(N2C(=O)/C(=C/c3ccccc3OCC(=O)OC)N(CC(=O)OC)C2=S)cc1	3.6	9.9	-4.2	2.4	0.5	2.4	14.1	-0.5
Cc1onc(-c2ccccc2)c1C(=O)Nc1ccc(N2CCOCC2)cc1	10.5	-31.1	-5.5	-1.4	2.1	-6.1	-14.4	-4.2
CCOc1cc(/C=C/c2cc(C(=O)O)c3ccccc3n2)ccc1OC	-1.8	1.6	3.3	-4.7	-9.8	3.4	4.6	-14.7
CCCCCn1c(CN2CCN(C(=O)OCC)CC2)nc2c1c(=O)[nH]c(=O)n2C	-3.9	11.3	9.4	-5.9	5.1	16.9	16.9	15.8
O=C(CNC(=O)c1ccc(-c2ccccc2)cc1)OCc1ccc(Cl)cc1	-2.3	-1.3	4.0	-9.6	-1.2	-6.9	1.0	19.5
O=C(N/N=C/c1ccc2c(c1)OCO2)c1sc2cc(Cl)ccc2c1Cl	13.4	1.5	7.9	-5.5	-15.8	5.9	-8.5	1.4
Cc1ccc(CNC(=O)C2CC3Cn4c(nc5cc(C)c(C)cc54)C3N2C)o1 (centres undefined)	1.4	1.6	-13.3	1.6	5.1	-10.4	-6.0	-4.4
CC1CCN(S(=O)(=O)c2ccc(NC(=O)C3CC(=O)N(c4ccccc4)C3)cc2)CC1 (centres undefined)	21.0	-34.3	-1.5	1.7	35.2	-0.4	-2.2	9.4
CSc1ncccc1C(=O)OCC(=O)N1CCCC1	-10.4	4.3	5.5	-7.8	-5.8	-4.6	9.5	0.7
CC(=O)NS(=O)(=O)c1ccc(NC(=S)NC(=O)C2CCC2)cc1	1.8	18.9	1.4	-4.7	-16.5	2.3	-2.1	14.0
Cc1ccc(S(=O)(=O)NC(=NCC(=O)O)c2ccccc2)cc1	-6.1	7.4	-5.8	-7.4	-2.0	-3.8	1.3	0.4

Some values from the list:
Entry of `Cc1ccc(CCNC(=O)C23CN(Cc4ccccc4)CC2C(c2ccc([N+](=O)[O-])cc2)=NO3)cc1` (centres undefined) under Apaf-1 inh: 3.1
Entry of `O=C(N/N=C/c1ccc2c(c1)OCO2)c1sc2cc(Cl)ccc2c1Cl` under Jurkat NFkB inh: 1.4
Entry of `Nc1ccccc1Sc1ccc(C(F)(F)F)cc1[N+](=O)[O-]` under 697 NFkB inh: -4.6

Later entries
SMILES	Apaf-1 inh	697 NFkB inh	SENP7 inh	HKDC1 inh	Gli-Sufu block	SENP8 block	UBC13 polyUb	Jurkat NFkB inh
O=C(Nc1ccnn1C1CCN(Cc2ccc(CO)o2)CC1)c1ccccc1	7.3	-2.6	-7.4	-4.6	-6.1	-9.8	-1.9	-8.0
CCOC(=O)N1CCN(C(=O)CSc2nnc(C3COc4ccccc4O3)o2)CC1 (centres undefined)	-22.9	5.0	12.1	-1.2	2.9	-14.6	-11.4	-5.4
CCCc1c(O)nc(SC2CC(=O)N(c3ccc(C)c(Cl)c3)C2=O)[nH]c1=O (centres undefined)	4.4	6.6	3.8	-1.1	3.1	6.0	6.3	-10.6
CCc1nc(SCC(=O)c2ccc3c(c2)OCCO3)c2ccccc2n1	26.5	-55.9	8.7	-9.3	0.5	3.1	18.6	-47.5
OC(COC(c1ccc(F)cc1)c1ccc(F)cc1)CN1CCc2ccccc2C1 (centres undefined)	5.5	15.0	3.4	11.4	20.1	-1.3	2.3	-5.7
S=C(Nc1cccnc1)NC1CCCC1	-3.2	1.1	5.9	-6.8	59.1*	5.4	4.0	-2.6
Cn1c(=O)c2c(nc(N3CCN(Cc4ccccc4)CC3)n2CCCc2ccccc2)n(C)c1=O	29.4	-11.5	-2.5	-3.0	11.3	4.8	16.3	-10.4
O=C(O)[C@H]1CCCC[C@H]1C(=O)NCCc1ccccc1	-17.8	19.6	2.9	-13.7	2.2	1.4	67.1*	6.7
Cc1cc(C)c2c(c1)c1nnc(SCCN3CCCCC3)nc1n2C	17.6	9.7	13.5	5.5	15.8	-0.7	-8.3	-1.3
COc1cc2c(=O)n(Cc3ccccc3)c(=O)n(CC(=O)C(C)(C)C)c2cc1OC	-17.0	15.7	-4.4	-6.3	4.4	6.2	-5.5	5.4
O=C(COC(=O)c1ccc(O)cc1)Nc1cccc(S(=O)(=O)NC2=NCCC2)c1	10.0	-16.6	-4.2	-4.6	-3.7	-8.5	-2.1	-12.7
O=C(NNC(=O)c1cccnc1Cl)c1ccc(F)cc1	4.4	6.9	-5.9	0.8	-20.0	-10.7	-4.3	-17.8
COc1cc(C2C(C#N)=C(N)Oc3n[nH]c(-c4cccnc4)c32)ccc1OCC(N)=O (centres undefined)	0.5	6.8	6.4	-10.7	-0.1	3.8	0.4	-3.2
O=C(NCc1ccc(Cl)cc1Cl)C(=O)N1CCCCC1	4.3	9.5	5.7	-0.6	-0.8	6.0	5.5	11.5
COc1cc(OC)cc(C(=O)N[C@H](C(=O)OCC(=O)N2CCc3ccccc32)C(C)C)c1	11.3	4.2	-1.2	-5.2	4.5	-1.9	5.6	12.8
COCCN(C(=O)/C=C/c1ccccc1)c1c(N)n(Cc2ccccc2)c(=O)[nH]c1=O	3.6	3.1	7.5	-6.5	-7.3	-8.6	-5.1	-15.5
COc1cccc(-c2cc(C(=O)NCCCn3ccnc3)no2)c1	-2.9	13.7	-4.9	-1.3	-18.1	7.5	3.6	-15.2
O=C(Cc1cn(Cc2cccc(Cl)c2)c2ccccc12)N1CCCC1	1.0	-25.6	2.3	14.1	1.3	-3.8	8.2	5.7
CC(C)CCNC(=O)CN(Cc1ccccc1Cl)C(=O)CCC(=O)Nc1ccccn1	4.1	1.5	-1.7	-5.6	18.8	-1.7	4.7	0.9
CC(CCc1ccco1)NC(=O)Cn1nc(Cc2ccncc2)c2ccccc2c1=O (centres undefined)	-1.8	2.4	-11.0	2.9	-11.7	-0.5	2.7	11.4
